Assay outcomes deposited in PubChem BioAssay by National Center for Advancing Translational Sciences (NCATS).
GAA inh – qHTS Assay for Inhibitors of Human alpha-Glucosidase as a Potential Chaperone Treatment of Pompe Disease; Lysosomal alpha-glucosidase (Homo sapiens), P10253; purified human GAA, 4-MU-alpha-glucoside fluorescence; Potency, µM (doses to about 76.9 µM), for the others: at the top dose activity change, negative = inhibition, actives largely listed as inhibitors; 200,000 compounds, 0.005% hits; AID 1466, 2008;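 further: plate controls were uninhibited enzyme wells for no effect and no-enzyme background for full effect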
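Activity normalized between no-enzyme (basal) and enzyme-only wells. Conditions: 4 nM human enzyme, 400 uM fluorogenic substrate, citrate/phosphate pH 5.0 with Tween-20, 20 min room temperature, compounds up to 77 uM.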
GAA spleen mod – qHTS Assay for Inhibitors and Activators of Human alpha-Glucosidase From Spleen Homogenate; Lysosomal alpha-glucosidase (Homo sapiens), P10253; human spleen homogenate, 4-MU-alpha-glucoside fluorescence; Potency, µM (titrated, usually from 79.9 µM), for the others: top-dose activity change, negative = inhibition, actives largely listed as inhibitors; 240,000 compounds, 0.006% hits; AID 2112, 2009;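 further: 0% = enzyme with vehicle and -100% = no enzyme basal signal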
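Enzyme source: human spleen homogenate, 1 ug/well. Buffer 50 mM citric acid/K phosphate pH 5.0, 0.01% Tween-20. 4-MU-alpha-glucoside 1 mM; 37 C x 40 min; NaOH/glycine stop; fluorescence.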
GAA glycogen – qHTS Assay for Inhibitors and Activators of Human alpha-Glucosidase Cleavage of Glycogen. recombinant GAA, glycogen substrate, Amplex Red glucose oxidase fluorescence. 300,000 compounds, 0.38% hits. Potency, µM (series often up to 76.4 µM), without a hit: at the highest dose activity change, negative = inhibition, usual class: inhibitors;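 further: 0% = full enzyme reaction and -100% = no-enzyme basal signal; the screen sought inhibitors and activators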
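Recombinant human enzyme (4 nM); glycogen substrate; 37 C, 40 min, pH 5.0. Readout: coupled glucose oxidase/Amplex Red fluorescence.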
Tau fluor cs – Counterscreen qHTS for Inhibitors of Tau Fibril Formation, Fluorescence Polarization; tau K18 P301L (four-repeat tau fragment) Alexa594 fluorescence, heparin fibrillization; 280,000 compounds, 0.93% hits; Potency, µM (top dose mostly 57.7 µM), for the others: at the highest dose activity change, negative = decrease; AID 1463, 2008; further: on the % scale 0 is the no-effect control and ±100 the full control effect; nearly all actives have a fitted effect of over 55% in size
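Human K18 P301L tau (15 uM unlabeled plus 0.24 uM Alexa 594-labeled, final) in 100 mM sodium acetate pH 7 was mixed with compound and 20 uM heparin and incubated 6 hr at 37 C.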
NPSR antag – qHTS Assay for Antagonists of the Neuropeptide S Receptor: cAMP Signal Transduction; CHO-NPSR cells, cAMP TR-FRET, antagonist mode; 220,000 compounds, 1% hits; Q6W5P4; Potency, µM (doses to about 38.3 µM), for the others: at the top dose activity change, negative = inhibition, actives largely listed as inhibitors; AID 1461, 2008; further: on the % scale 0 is the no-effect control and ±100 the full control effect; nearly all actives have a fitted effect of over 50% in size; many of its hits are not listed in these tables
Target sequence (Q6W5P4 whole entry, looked up): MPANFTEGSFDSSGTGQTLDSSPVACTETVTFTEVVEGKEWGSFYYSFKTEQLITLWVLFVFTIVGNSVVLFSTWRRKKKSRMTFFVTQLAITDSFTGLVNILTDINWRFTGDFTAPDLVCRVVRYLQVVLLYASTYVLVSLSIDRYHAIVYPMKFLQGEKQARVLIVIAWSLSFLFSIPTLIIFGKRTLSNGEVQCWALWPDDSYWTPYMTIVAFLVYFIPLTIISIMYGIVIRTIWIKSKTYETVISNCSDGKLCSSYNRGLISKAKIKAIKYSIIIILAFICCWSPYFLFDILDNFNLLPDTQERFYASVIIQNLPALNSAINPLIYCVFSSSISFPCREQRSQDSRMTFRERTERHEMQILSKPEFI
GLA spleen mod – qHTS Assay for Inhibitors and Activators of Human alpha-Galactosidase From Spleen Homogenate; Potency, µM (highest dose often 80 µM), for the others: top-dose activity change, negative = inhibition, usual class: inhibitors; Alpha-galactosidase A (Homo sapiens), P06280; human spleen homogenate, 4MU-alpha-Gal fluorescence, 40 min; 240,000 compounds, 0.008% hits;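 further: 0% = enzyme with vehicle and -100% = no enzyme basal signal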
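Inhibition or activation of alpha-galactosidase in human spleen homogenate is scored by 4-MU fluorescence after 40 min at 37C, pH 5.0, with 1 mM substrate. AC50s come from concentration-response fitted to the Hill equation.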
Epigenetic reg – Quantitative High-Throughput Screen for Regulators of Epigenetic Control; murine LDR cells, GFP reporter derepression, 30 h; Potency, µM (series often up to 53.9 µM), inactives show at the highest dose GFP activation, actives largely listed as activators; 280,000 compounds, 0.2% hits; AID 1865, 2009; further: % of control where 0% means no effect; nearly all actives have a fitted effect of over 60% in size
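Murine LDR cells bearing a silenced CMV-driven GFP reporter were exposed to compound for 30 h at 37 C. After PBS washes, GFP-positive cells (20-120 um objects) counted by laser-scanning microplate cytometry.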
ALDH1A1 inh – qHTS Assay for Inhibitors of Aldehyde Dehydrogenase 1 (ALDH1A1); 220,000 compounds, 7.3% hits; Potency, µM (doses to about 75.3 µM), inactives show at the top dose activity, negative = inhibition, usual class: inhibitors; Purified ALDH1A1, NADH fluorescence, propionaldehyde substrate; active means well fitted inhibition curve with a large enough effect, not every such curve was filed as active; inconclusive means small, poorly fitted or top-dose-only effect, or another doubt; inactive means no such curve, though single readings can be large or run the other way;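 further: plate controls were no enzyme wells and a reference inhibitor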
Target sequence (P00352 whole entry, looked up): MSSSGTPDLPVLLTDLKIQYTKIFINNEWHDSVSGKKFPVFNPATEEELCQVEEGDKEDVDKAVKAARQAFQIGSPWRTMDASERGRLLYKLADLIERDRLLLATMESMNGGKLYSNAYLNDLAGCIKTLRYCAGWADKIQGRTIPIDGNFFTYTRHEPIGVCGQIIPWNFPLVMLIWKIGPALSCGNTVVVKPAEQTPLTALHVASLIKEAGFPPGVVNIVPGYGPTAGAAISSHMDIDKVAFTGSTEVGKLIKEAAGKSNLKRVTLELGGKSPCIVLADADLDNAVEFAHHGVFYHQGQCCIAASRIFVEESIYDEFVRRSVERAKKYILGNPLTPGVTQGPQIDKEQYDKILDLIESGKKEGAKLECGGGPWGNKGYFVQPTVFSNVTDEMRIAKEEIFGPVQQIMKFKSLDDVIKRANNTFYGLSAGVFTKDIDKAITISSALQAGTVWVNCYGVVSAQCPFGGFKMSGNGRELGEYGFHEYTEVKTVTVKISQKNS
* = called active by the depositor; ? = inconclusive; nt = no result given; [ ] = remark or other dose. Unless noted, the call rests on the fitted dose curve; in most records, active means well fitted curve in the direction sought with a large enough effect; inconclusive means small, poorly fitted or top-dose-only effect, or another doubt; inactive means no such curve, though single readings can be large; an effect the other way counts as inactive or inconclusive. Potency means the concentration at half of the fitted maximal effect. The list is partial; count on the stated rates, not on these rows.

| Structure | NPSR antag | GAA inh | GLA spleen mod | ALDH1A1 inh | Epigenetic reg | Tau fluor cs | GAA glycogen | GAA spleen mod |
| --- | --- | --- | --- | --- | --- | --- | --- | --- |
| CCOC(=O)C1C(=O)OC(C)(C)C1C(C)C(=O)c1ccc(C)cc1 (configuration not stated) | -2.1%[46.1 µM] | ? | 1.0% | 8.0% | 2.6% | -11.4% | -1.3% | 1.8% |
| CC(C)c1ccc(OCC(=O)Nc2cccc3c2CCCC3)cc1 | -27.5%[46.1 µM] | 2.5% | -4.5% | ? | -3.1% | -2.5% | 11.9% | -2.6% |
| O=C(Nc1cccc2ccccc12)NC1Cc2ccccc2C1 | -2.7% | nt | 22.3% | nt | -1.7% | -10.9% | 0.7% | 5.3% |
| CC(C)On1c(SCC(=O)N(C)C)nc2ccccc2c1=O | 11.6% | -13.0% | -0.9% | -3.6% | -0.3% | 5.1% | -8.7% | 4.6% |
| Cn1nnc(NC(=S)NC(=O)c2ccccc2)n1 | 20.6% | nt | -0.7% | nt | 1.3% | -4.7% | -22.4% | -2.4% |
| COc1ccc(C(=O)C2CCCN(C(=O)c3cc4nc(C)cc(C)n4n3)C2)cc1F (configuration not stated) | -5.8% | -1.1% | -10.0% | 2.6% | 0.0% | -11.3% | 14.3% | -12.3% |
| O=C(NCCc1c[nH]c2ccccc12)/C(=C\c1cccnc1)NC(=O)c1ccccc1Br | 8.8% | nt | -7.2% | nt | -0.7% | -11.8% | 3.7% | -0.9% |
| O=C(CSCc1ccco1)NC1CCCC1 | 12.3% | 2.3% | -0.3% | ? | 2.3% | 1.5% | 9.5% | 0.2% |
| O=C(COc1ncnc2ccc(Br)cc12)Nc1ccc(N2CCOCC2)cc1 | -17.1%[46.1 µM] | -7.8% | 4.6% | -7.0% | 0.8% | -24.3% | -8.4% | 3.0% |
| CCOC(=O)N1CCN(C(=O)c2ccc(CS(=O)(=O)c3c(Cl)cccc3Cl)o2)CC1 | -10.3%[46.1 µM] | -12.1% | 4.0% | -1.6% | -0.8% | 8.4% | -3.1% | 1.4% |
| COc1cc(C2C3C(C)N(C)C(=O)N(C)C3N(C)C(=O)N2C)ccc1O (configuration not stated) | -4.5%[46.1 µM] | -8.9% | -2.1% | 11.1% | -1.3% | 3.4% | -27.6% | 3.0% |
| O=C(Cn1nc2n(c1=O)-c1ccccc1SC2)N/N=C/c1ccncc1 | 6.8% | nt | -0.1% | nt | 0.0% | -5.0% | 1.7% | -13.7% |
| COc1ccc(/C=C(/NC(=O)c2ccccc2Cl)C(=O)O)cc1 | 12.1% | 12.9% | 2.5% | -1.3% | 0.5% | 5.4% | -4.1% | 1.8% |
| CCC(C(=O)OCC(=O)Nc1ccc(SC(F)F)cc1)c1ccccc1 (configuration not stated) | -17.4%[46.1 µM] | -7.8% | -11.0% | 5.8% | 0.0% | ? | -9.1% | -3.9% |
| O=C(COc1ccccc1[N+](=O)[O-])N1CCC(Cc2ccccc2)CC1 | -0.5% | ? | -1.5% | -15.0% | -3.3% | -10.0% | -3.5% | -7.0% |
| CCOc1ccc2nc(NC(=O)C3CCN(S(=O)(=O)c4cnc[nH]4)CC3)sc2c1 | -6.4%[46.1 µM] | -9.9%[15.4 µM] | 1.9% | 3.2% | 0.8% | -17.0% | 7.5% | -2.9% |
| O=C(Cc1csc(-c2ccccc2)n1)NCc1ccc(F)cc1 | 0.7%[46.1 µM] | ? | -2.8% | ? | -0.9% | -13.0% | 8.1% | -4.0% |
| COc1ccc2c(c1)C(C)=CC(C)(C)N2S(=O)(=O)c1ccc(Br)cc1 | 19.4% | 0.7% | -0.3% | 15.3% | 2.1% | -20.8% | -16.1% | -13.3% |
| O=C(CCCC(=O)N1CCN(c2ccccc2F)CC1)N1CCN(c2ccccc2F)CC1 | -9.8%[46.1 µM] | -0.4% | -6.4% | -1.4% | 2.2% | -9.0% | -7.9% | -11.9% |
| N#Cc1ccccc1Sc1ccccc1C(=O)Nc1ccccc1 | -18.7%[46.1 µM] | -12.1% | 5.7% | 2.0% | -1.0% | -17.8% | -7.4% | 1.4% |
| CCCc1n(CC)c2ccccc2[n+]1CC(O)COC1CCCCC1 (configuration not stated) | 17.1% | 4.3% | -8.0% | ? | -0.9% | -2.4% | 5.1% | -3.8% |
| CC(C)CN(C(=O)COC(=O)c1cc2ccccc2oc1=O)C1CCS(=O)(=O)C1 (configuration not stated) | -7.2%[46.1 µM] | 3.5% | 3.1% | ? | 0.8% | 3.1% | -0.1% | 2.0% |
| O=C(Nc1nc2ccccc2n1CCN1CCOCC1)c1cn(-c2ccccc2)nc1-c1ccccc1 | ? | -1.0% | 1.9% | ? | -4.2% | ? | 4.0% | -3.6% |
| Cc1cc(NC(=O)CSc2nnc(-c3c[nH]c4ccccc34)n2-c2ccc(F)cc2)no1 | -14.1% | nt | 2.0% | 16.4% | -1.2% | -15.3% | 16.0% | -16.2% |
| Cn1c(=O)c(/C(N)=N/OC(=O)c2ccccc2)cn(-c2ccccc2)c1=O | -3.7% | -1.0% | -3.9% | 9.6% | 2.2% | -10.9% | -2.8% | -7.5% |

Given as labelled records: part of the list above
O=C(Nc1nc2ccccc2n1CCN1CCOCC1)c1cn(-c2ccccc2)nc1-c1ccccc1
  NPSR antag: ?
  GAA inh: -1.0%
  GLA spleen mod: 1.9%
  ALDH1A1 inh: ?
  Epigenetic reg: -4.2%
  Tau fluor cs: ?
  GAA glycogen: 4.0%
  GAA spleen mod: -3.6%
Cc1cc(NC(=O)CSc2nnc(-c3c[nH]c4ccccc34)n2-c2ccc(F)cc2)no1
  NPSR antag: -14.1%
  GAA inh: nt
  GLA spleen mod: 2.0%
  ALDH1A1 inh: 16.4%
  Epigenetic reg: -1.2%
  Tau fluor cs: -15.3%
  GAA glycogen: 16.0%
  GAA spleen mod: -16.2%
Cn1c(=O)c(/C(N)=N/OC(=O)c2ccccc2)cn(-c2ccccc2)c1=O
  NPSR antag: -3.7%
  GAA inh: -1.0%
  GLA spleen mod: -3.9%
  ALDH1A1 inh: 9.6%
  Epigenetic reg: 2.2%
  Tau fluor cs: -10.9%
  GAA glycogen: -2.8%
  GAA spleen mod: -7.5%

Next part
| Structure | NPSR antag | GAA inh | GLA spleen mod | ALDH1A1 inh | Epigenetic reg | Tau fluor cs | GAA glycogen | GAA spleen mod |
| --- | --- | --- | --- | --- | --- | --- | --- | --- |
| O=C(CSc1ccc(-c2ccco2)nn1)NC1CCCC1 | 16.3% | 5.3% | 3.6% | 35.5µM* | 5.8% | -7.5% | 7.1% | 7.0% |
| Cn1c(SCC(=O)N2CCCC2)nc2cccnc21 | 1.6% | 6.2% | 9.0% | 0.4% | -0.1% | -8.3%[2.34 µM] | -3.8% | 1.0% |
| O=C(Cn1cncn1)NCCCc1ccccc1 | 4.7% | -0.7% | -13.6% | 9.1% | 3.2% | -3.6% | 4.9% | -10.7% |
| CC(=O)CCC(=O)c1ccc2ccccc2c1 | 8.9% | -1.4% | -1.0% | -5.7% | -1.3% | 6.7% | -2.0% | 7.5% |
| CCCCn1c(C)cc(/C=C(\C#N)C(=O)O)c1C | -5.2% | -5.4% | 4.4% | 4.5% | -3.0% | 5.7% | 1.0% | 5.6% |
| CNC(=O)N(C1=NCCCCC1)c1ccc(Br)cc1 | -0.6%[46.1 µM] | -11.1% | -4.4% | -1.8% | 1.0% | -7.7% | 9.5% | 4.5% |
| CC1CC(C)CN(C(=O)COC(=O)CNS(=O)(=O)/C=C/c2ccccc2)C1 (configuration not stated) | 0.6%[46.1 µM] | ? | -3.0% | -9.3% | -2.1% | -2.9% | -9.0% | -4.1% |
| COC(=O)Cn1c(=N)n(CCN2CCCCC2)c2ccccc21 | -3.2%[46.1 µM] | 4.1% | 2.5% | 5.2% | -2.7% | 5.5% | 7.0% | -0.6% |
| Clc1ccccc1-c1ncnc2ccc(Br)cc12 | -15.0% | 8.3% | -12.3% | -0.6% | -2.4% | -4.1% | -5.1% | -1.5% |
| CCOC(=O)/C(=N\Nc1cc(Cl)ccc1Cl)N1CCN(C)CC1 | -8.2% | -8.0% | -0.2% | 2.4% | -2.9% | -20.4% | -2.1% | -3.3% |
| Nc1nc(SCc2ccc(Cl)cc2Cl)ns1 | -7.6%[46.1 µM] | -1.9% | -2.6% | -3.2% | 0.0% | ? | -6.6% | -5.5% |
| Cc1cnc(NC(=O)CCN2C(=O)C3CCCCC3C2=O)s1 (configuration not stated) | 3.2% | -9.4% | -1.7% | ? | -1.9% | -3.0% | 7.2% | 2.0% |
| Cc1cc(C(=O)NC(C)C2CCCO2)cs1 (configuration not stated) | 3.7%[46.1 µM] | 3.0% | 11.5% | 7.9% | 4.2% | 1.7% | -1.6% | 1.5% |
| NCCC[C@@H](CC(=O)N[C@@H]1CCNC[C@H]1C(=O)N[C@H](CC(=O)N[C@@H](CCC(=O)O)CC(=O)O)Cc1c[nH]c2ccccc12)NC(=O)C[C@H](Cc1c[nH]c2ccccc12)NC(=O)[C@@H]1CCCC[C@H]1N | nt | nt | -2.2% | 4.0% | -1.1% | -22.6% | nt | 2.8% |
| Cc1ccc(NC(=O)Nc2ccc3c(c2)N(C)C(=O)CS3)cc1C | -26.5%[46.1 µM] | -3.9% | -0.7% | -11.9% | 1.4% | 0.6% | -0.3% | 3.2% |
| CCCCOc1ccc(N(CC(=O)NCC2CCCO2)C(=O)CCC(=O)Nc2nccs2)cc1 (configuration not stated) | -5.3% | -0.6% | 5.3% | -2.1% | -4.3% | -17.0% | -7.1% | -4.4% |
| Cc1c(NC(=O)COC(=O)c2ccc(F)c(S(=O)(=O)N3CCOCC3)c2)c(=O)n(-c2ccccc2)n1C | 7.2% | 3.4% | 1.5% | 10.0% | 3.0% | 3.3% | -0.5% | 1.2% |
| COC(=O)C/C=C\[C@@H](C)[C@@H](/C=N\OC[C@@H](C)[C@H](OCc1ccccc1)C(C)C)OC | nt | nt | 1.5%[17.5 µM] | -2.3%[13.5 µM] | 1.1%[10.1 µM] | -7.1%[11.6 µM] | nt | -8.6%[17.4 µM] |
| Nc1cc(N2CCCC2)ccc1[N+](=O)[O-] | -1.5% | 14.9% | 4.4% | -1.6% | 1.1% | -13.9%[2.34 µM] | 19.5% | 3.0% |
